# Cneo AK release – Cryptococcus neoformans lysis via adenylate kinase release; C. neoformans lysis, adenylate kinase release luminescence, 4 h; normalised: neutral wells 0, clomiphene wells 100; lysis activity, % at 15 µM; AID 651654; 360,000 compounds, 0.2% hits;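 active = mean lysis activity across replicates of at least 80%, whatever share of replicates individually reach that level; inactive = mean lysis activity below 80%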
#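 Schedule: static 4 h at 37 °C with compound, 1 h detection; system: C. neoformans cells; benchmarks: Clomiphene as positive control; buffer or medium: fresh YPD medium; measure: luminescence rise reflecting yeast cell lysis; measured by: luminescent adenylate kinase detection reagent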
# miR122 inh – miR-122 inhibition in Huh7 cells; Huh7 miR-122 Renilla luciferase sensor, 48 h; neutral wells = 0, positive control = 100; activation (reporter increase), % at 12.5 µM; 340,000 compounds, 0.3% hits;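 active = mean replicate activation score at least 90 and every replicate individually at or above 90; inconclusive = only one of the two criteria met; inactive = neither criterion met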;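 note: higher luciferase means less miR-122 activity so hits act as miR-122 inhibitors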
# esBAF inh – SWI/SNF esBAF complex inhibition; mouse ES cells, Bmi1-luciferase knock-in reporter, 24 h; 100% = twice the neutral-well signal; reporter increase, % at 12.5 µM; 350,000 compounds, 2% hits; AID 602393; in the data active = activation above about 40%; inconclusive = no clear call, values can overlap the other calls;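 note: 0% = median of the plate's neutral control wells and 100% = double that signal; a rise in the Bmi1 reporter signal indicates esBAF inhibition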
# Statin myotox sup – suppression of simvastatin myotoxicity | AID 602340 | C2C12 myotubes + simvastatin, ATP luminescence, 48 h; scaled: DMSO 0, geranylgeraniol control 100 | 330,000 compounds, 0.78% hits | rescue of ATP level, % at 7.49 µM;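 active = mean ATP rescue above about 67%, or every replicate alone reaching that limit, limit read from the data, passing the limit was not always enough; inconclusive = no clear call, values can overlap the other calls; inactive = mean under the limit and some replicate under it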;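 note: myotubes were challenged with 10 µM simvastatin during compound exposure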
# ARNT TACC3 PPI – disrupts binding between human ARNT and TACC3 | Q9Y6A5 | AlphaScreen His-ARNT PAS-B/GST-TACC3 binding, luminescence; TACC3 fragment carries E629A point mutation | inhibition, % at 9.99 µM | 390,000 compounds, 0.66% hits | AID 623870;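 active = mean inhibition of replicates at least 50% and at least half of replicates each reaching 50%; inconclusive = half or more replicates reach 50% but mean below 50%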;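 note: 0% = complete ARNT plus TACC3 wells and 100% = ARNT alone without TACC3; many hits fall short of the cut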
# SIRT5 inh – sirtuin-5 (human) deacylase inhibition; AID 652115; 330,000 compounds, 1.1% hits; Purified SirT5, succinyl-peptide AMC, trypsin-coupled fluorescence; inhibition, % at 15 µM; in the data active = inhibition above about 15%; inconclusive = no clear call, values can overlap the other calls
# Target sequence (Q9NXA8 whole entry, looked up): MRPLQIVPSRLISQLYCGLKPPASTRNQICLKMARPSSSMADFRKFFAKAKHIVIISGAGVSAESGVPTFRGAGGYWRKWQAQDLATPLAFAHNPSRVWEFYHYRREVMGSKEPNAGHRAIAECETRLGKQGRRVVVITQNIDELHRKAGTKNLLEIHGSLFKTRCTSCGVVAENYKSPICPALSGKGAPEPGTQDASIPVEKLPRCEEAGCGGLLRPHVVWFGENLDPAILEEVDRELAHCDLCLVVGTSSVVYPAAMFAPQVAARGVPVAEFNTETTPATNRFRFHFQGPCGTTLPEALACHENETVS
# ERp5 inh – inhibitors of human ERp5. Q15084. ERp5 insulin aggregation, absorbance 650 nm, 90 min. inhibition, % at 9.99 µM. 350,000 compounds, 0.05% hits;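 active = mean replicate inhibition above about 25%, with every replicate also reaching it, limit read from the data, passing the limit was not always enough; inconclusive = only one of those two criteria met; inactive = neither criterion met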
# Target sequence (Q15084 whole entry, looked up): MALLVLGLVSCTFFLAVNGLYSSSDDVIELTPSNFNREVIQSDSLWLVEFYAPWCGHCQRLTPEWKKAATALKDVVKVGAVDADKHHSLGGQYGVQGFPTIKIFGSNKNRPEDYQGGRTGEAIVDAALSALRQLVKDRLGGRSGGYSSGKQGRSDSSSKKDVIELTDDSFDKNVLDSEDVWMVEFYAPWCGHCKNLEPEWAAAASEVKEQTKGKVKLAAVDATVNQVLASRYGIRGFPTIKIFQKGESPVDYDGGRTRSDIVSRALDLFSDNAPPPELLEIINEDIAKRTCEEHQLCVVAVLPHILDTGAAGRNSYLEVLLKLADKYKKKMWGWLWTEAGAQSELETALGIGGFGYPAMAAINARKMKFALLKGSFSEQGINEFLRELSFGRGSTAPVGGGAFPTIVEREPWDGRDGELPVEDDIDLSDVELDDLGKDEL
# Numbers without * were called inactive; ? = inconclusive; / = not tested or not shown; [ ] = another dose, or the depositor's remark.
smiles	ARNT TACC3 PPI	ERp5 inh	Cneo AK release	SIRT5 inh	esBAF inh	miR122 inh	Statin myotox sup
CCN(CC)C(=O)c1nc[nH]c1C(=O)N1CCC(C)CC1	-17	0	0	0	-5	8	-9
Cn1cnc(C(=O)N2CCN(c3ccccc3)CC2)c1C(=O)N1CCN(c2ccccc2)CC1	-12	-5	1	/	-7	5	6
c1ccc(N2CCOCCOCCOCCOCCOCC2)cc1	-19	6	/	-5	/	4	/
COC(=O)c1c(O)cc(=O)n2c1CCCCC2	-5	-1	/	-6	/	/	/
CSc1ccc(/C=C/C(=O)OCC(=O)N(C)CCC#N)cc1	-1	-2	/	-4	/	/	/
C[C@H]1CN([C@@H](C)CO)C(=O)CCCn2cc(nn2)CO[C@H]1CN(C)C(=O)Nc1ccc(F)cc1	3	-1	0	-6	-7	4[16.7 µM]	5
C[C@@H]1CN([C@H](C)CO)C(=O)c2cccc(N(C)C)c2O[C@@H]1CN(C)C(=O)Nc1ccc(C(F)(F)F)cc1	/	0	-3	/	-3	-3[16.7 µM]	13
COc1ccc(-c2nc(CS(=O)CC(=O)NCc3ccc(F)cc3)c(C)o2)cc1 (stereo unspecified)	-18	-3	/	-2	/	/	/
CSc1ncccc1C(=O)N1CCN(S(=O)(=O)c2ccc3ccccc3c2)CC1	-3	-11	0	1	15	3	7
CN1C(=O)c2cc(NC(=O)Cc3cccs3)ccc2OC[C@H]2O[C@H](CC(=O)NCCc3ccncc3)CC[C@@H]21	-1	4	-2	11	0	/	2
Cc1nnc(NC(=O)c2sc3ccccc3c2Cl)s1	-1	/	-5	/	/	-6	/
CCc1ccc(OCc2nnc(NC(=O)c3cccs3)s2)cc1	2	/	-2	/	-3	3	3
O=C(COC(=O)C1CC2C=CC1C2)Nc1ccccc1F (stereo unspecified)	-3	5	-1	-1	25	-4	5
Cc1ccc(-c2ccc3c(c2)O[C@H](CN(C)C(=O)C2CCC2)[C@H](C)CN([C@@H](C)CO)S3(=O)=O)cc1	3	-8	7	10	-1	-27[16.7 µM]	-13
CCCCn1c(N)c(N(CCOC)C(=O)COC(=O)CCOc2ccccc2C)c(=O)[nH]c1=O	-12	1	1	0	/	-1	1
Oc1ccccc1/C=N/Nc1ccnc(SCc2ccccc2)n1	2	-4	/	3	/	/	/
O=C(Nc1ccccc1)c1nc[nH]c1C(=O)NCCCCNC(=O)c1[nH]cnc1C(=O)Nc1ccccc1	-23	-4	0	/	3	-5	-57
CO[C@@H]1CN(C)C(=O)c2cc(NS(=O)(=O)c3cccc(C)c3)ccc2OC[C@@H](C)NC[C@@H]1C	-2	-3	0	-1	-3	2[16.7 µM]	-3
COc1ccc(CNC(=O)COC(=O)c2cc3ccccc3o2)cc1	25	-2	-3	-12	6	14	-4
COc1ccc(CN(C)C[C@H]2OCCCC[C@H](C)Oc3ccc(NC(=O)Cc4ccccc4)cc3C(=O)N([C@@H](C)CO)C[C@@H]2C)cc1	0	/	-2	/	2	9[16.7 µM]	/
COc1ccc(OC)c(C(c2nnnn2CC2CCCO2)N2CCN(C)CC2)c1 (stereo unspecified)	-6	/	0	/	2	-2	/
CN(C(=O)CC(NC(=O)c1ccccc1Cl)c1ccccc1)c1ccccc1 (stereo unspecified)	-5	3	0	6	-6	2	25
CCCOc1ccc(-c2nc(N3CCN(C)CC3)c3ccccc3n2)cc1	17	-11	-5	-2	22	6	-11
Cc1ccc(CN2CCN(Cc3cnc(N(C)C)s3)CC2CCO)o1 (stereo unspecified)	1	3	/	-3	-5	-5	-6
CO[C@H]1CN(C)C(=O)c2ccc(NC(=O)C3CCCCC3)cc2OC[C@H](C)N(C(=O)c2ccccc2)C[C@@H]1C	1	-2	-1	0	4	-14[16.7 µM]	-16
Cc1cccc(NS(=O)(=O)c2ccc(C)c(C(N)=O)c2)c1	-4	/	-2	/	-2	9	-3
Oc1ccc(N=Nc2c(O)ccc3ccccc23)cc1	8	-5	0	2	-76	-2	31
Cc1cc(C)nc(NS(=O)(=O)c2ccc(NC(=O)Cc3ccccc3)cc2)n1	-14	-9	/	0	/	/	/
CCCC(N)CCCCCC(=O)O (stereo unspecified)	-7	/	0	/	-2	3	-1
COc1ccc(C2=NS(=O)(=O)N(C)C(C(=O)NC(C)c3ccccc3)=C2)cc1 (stereo unspecified)	6	2	1	-4	7	-5	-16
CCC(c1nnnn1CCOC)N1CCN(Cc2ccccc2)CC1 (stereo unspecified)	-13	/	7	/	2	1	4
CCOc1ccc(NC(=O)CSc2nnnn2C2CC2)cc1S(=O)(=O)N1CCCC1	-9	0	-2	-21	0	4	-2
COc1ccc(Cc2c(-c3ccccc3)nc3ccc(Br)cn23)c(C)c1	/	4	-1	-3	61*	-3	-1
CSc1ccc(C(=O)C2CCCN(C(=O)CCn3cncn3)C2)cc1 (stereo unspecified)	-1	4	-4	-2	4	1	7
CC1CC(C)(C)CC2(C1)NC(=O)N(CC(=O)OCC(=O)Nc1cc(S(=O)(=O)N3CCCCC3)ccc1Cl)C2=O (stereo unspecified)	/	-2	0	13	?	-1	1
O=C(O)c1cccc(CN2C(=O)CSC2=O)c1	-11	/	-1	/	8	1	9
Cc1cc(C)nc(SCC(=O)Nc2ccnc3ccccc23)n1	-5	2	/	0	/	/	/
C[C@@H]1CN([C@H](C)CO)C(=O)c2cc(NS(C)(=O)=O)ccc2O[C@@H](C)CCCCO[C@H]1CN(C)C(=O)Nc1ccccc1	-5	3	47	0	5	2[16.7 µM]	/
CC1(C)CC[C@]2(C(=O)O)CC[C@]3(C)C(=CCC4[C@@]5(C)CC[C@H](O)C(C)(C)C5CC[C@]43C)C2C1 (stereo partly specified)	14	0	-2	/	1	/	4
O=C(C[C@@H]1CC[C@@H]2[C@H](COC[C@@H](O)CN2Cc2cccc(-c3ccncc3)c2)O1)N1CCOCC1	-6	-1	-2	-1	-2	-4[16.7 µM]	17
COc1ccc(N2CCN(CCNC(=O)CCC(=O)NNc3nc4ccccc4c4nc(C)nn34)CC2)cc1	1	/	-2	/	-9	3	4
CCOc1cc(C)c(C(C)C)cc1S(=O)(=O)n1cnc(C)c1	-2	3	/	-2	/	50	/
CSCCC(NC(=O)c1ccccc1)C(=O)N1CCN(C(c2ccccc2)c2ccccc2)CC1 (stereo unspecified)	8	-5	-2	-2	11	/	1
Cc1ccc(OCCC(=O)OCC(=O)N2CCN(S(=O)(=O)c3ccc(C)cc3C)CC2)cc1	-4	-4	2	2	-5	-1	-4
COc1ccc(C(=O)c2ccc(Br)cc2)c2ccccc12	/	-2	17	-3	3	-4	-75
COCCNc1nc2cc(-c3ccccc3OC)sc2c(=O)n1C	/	6	-1	/	1	2	1
CC(C)(O)C#Cc1ccc([C@@H]2[C@H](CO)N3CCCCN(S(C)(=O)=O)C[C@@H]23)cc1	0	-1	9	1	2	-1[16.7 µM]	10
N#Cc1ccc[n+](CC(=O)c2ccc(NC(=O)c3ccccc3)cc2)c1	1	3	-6	1	2	11	-15
C=CCOc1ccc(CN(C)CC(=O)N(CC(C)C)c2c(N)n(CC(C)C)c(=O)[nH]c2=O)cc1	-1	/	-1	/	-4	1	/
C[C@H]1CN([C@@H](C)CO)C(=O)c2cc(C#CCN(C)C)cnc2O[C@H]1CN(C)C(=O)Cc1ccccc1	1	3	1	-2	2	10[16.7 µM]	-6
O=c1oc2c(CN3CCOCC3)c(O)ccc2c2ccccc12	-4	2	1	2	39	/	3
Cc1ccc(S(=O)(=O)NCc2nc(-c3ccccc3)no2)cc1	-18	4	0	-3	-1	-4	1
FC(F)Sc1ccc(N=C2NN=C(c3ccc4c(c3)OCCO4)CS2)cc1	-1	/	1	/	25	7	-97
Cn1cnnc1SC/C(O)=C(\C#N)c1nc2ccccc2[nH]1	6	3	/	11	/	/	/
COc1cc(C(=O)OC2CSCC2NC(=O)c2ccccc2)cc(OC)c1OC (stereo unspecified)	4	5	/	0	-4	8	4
O=C(Cc1ccncc1)NCC[C@@H]1CC[C@@H](NC(=O)C2CCCC2)[C@H](CO)O1	-11	9	2	0	-2	-6[16.7 µM]	-4
CCC(=O)N(C)C[C@H]1Oc2ncc(C#C[C@@H](C)O)cc2C(=O)N([C@@H](C)CO)C[C@@H]1C	-12	-3	-6	-2	-1	1[16.7 µM]	26
Cc1ccc2c(c1)N(C(=O)CCC(=O)N1CCN(c3cccc(C)c3C)CC1)CCO2	3	0	0	-4	-66	/	-6
CCN(Cc1ccccc1)C(=O)COc1cc(=O)n(CC)c2ccccc12	-2	/	0	/	-6	-3	1
O=C(CN(c1ccccc1)S(=O)(=O)c1ccccc1)N1CCOCC1	-2	0	0	1	-4	/	1

# Some values from the entries so far:
# Cneo AK release with O=C(CN(c1ccccc1)S(=O)(=O)c1ccccc1)N1CCOCC1 → 0
# ERp5 inh with C[C@H]1CN([C@@H](C)CO)C(=O)c2cc(C#CCN(C)C)cnc2O[C@H]1CN(C)C(=O)Cc1ccccc1 → 3

# (more compounds)
smiles	ARNT TACC3 PPI	ERp5 inh	Cneo AK release	SIRT5 inh	esBAF inh	miR122 inh	Statin myotox sup
CCn1cc(C(=O)N2CCCC(C(=O)c3cccc(C(F)(F)F)c3)C2)cn1 (stereo unspecified)	/	-7	2	/	-2	1	11
CCCCNC(=O)N1CCc2[nH]c3ccccc3c2C1	1	0	-1	-1	-10	3	2
CCOCCCNc1nc2nc3ccc(C)cn3c(=O)c2cc1C(=O)NCC1CCCO1 (stereo unspecified)	-5	4	/	-89	/	/	/
c1ccc2c(Cn3ccnc3)cccc2c1	-58	-5	-6	0	-1	2	-6
O=C(Nc1cccnc1)c1noc2c1CCCC2	-4	/	-2	/	18	-1	-7
Cc1cnc(C(=O)N(c2ccccc2)C(c2ccccc2)c2nc3ccccc3[nH]2)cn1 (stereo unspecified)	/	0	0	0	45*	4	-2
Cc1ccc(OCC2Cn3c(nc4c3c(=O)n(C)c(=O)n4C)O2)cc1 (stereo unspecified)	-13	/	4	/	7	-7	0
CCCCC(=O)Nc1ccccc1CC	6	0	/	0	/	/	/
Cc1cccc(OCC(=O)Nc2ccc(C(=O)c3ccc(C(=O)O)cc3)cc2)c1	-3	-4	7	5	?	0	5
CC(C)CC(=O)N(Cc1ccc(F)cc1)C1CCS(=O)(=O)C1 (stereo unspecified)	-21	5	-7	-10	0	/	/
CCOC(=O)C1CCN(C(c2cccnc2)c2c(NC(=O)c3ccco3)sc(C)c2C)CC1 (stereo unspecified)	-14	/	-2	/	1	-39	-4
CCC(C)c1ccc(C(CC)NC(=O)C2CCCO2)cc1 (stereo unspecified)	-5	0	-2	1	-11	5	3
CN(C(=O)CSc1nc2c(c(=O)[nH]1)CCC2)c1ccccc1	-3	1	-2	0	-7	/	2
CC(NS(=O)(=O)c1ccc(Br)cc1)C(=O)Nc1nc2ccccc2[nH]1 (stereo unspecified)	7	6	4	-1	-5	-5	1
CC(C)CCOc1ccc(Cl)cc1CN1CCOCC1	-7	/	4	/	8	4	2
COC(=O)c1ccc(C(C(=O)NC2CCCCC2)N(Cc2ccc(F)cc2)C(=O)Cc2cccs2)cc1 (stereo unspecified)	-3	/	-1	/	/	-3	/
CCC(CC)NC(=O)Nc1ccccc1C(F)(F)F	-3	2	0	1	/	16	/
CCC(=O)N1c2ccccc2-c2nnc(SC)nc2OC1c1ccc(OC)c(OC)c1 (stereo unspecified)	/	-3	-2	/	-35	1	1
COCCn1c(SCC(=O)c2ccc(Cl)cc2)nnc1C(C)C	-1	/	1	/	-6	-2	12

# Entries of single compounds from above. Order of values: ARNT TACC3 PPI, ERp5 inh, Cneo AK release, SIRT5 inh, esBAF inh, miR122 inh, Statin myotox sup
# `COCCn1c(SCC(=O)c2ccc(Cl)cc2)nnc1C(C)C` is listed as -1, /, 1, /, -6, -2, 12
# `CCC(=O)N1c2ccccc2-c2nnc(SC)nc2OC1c1ccc(OC)c(OC)c1` (stereo unspecified) is listed as /, -3, -2, /, -35, 1, 1

# Screening results: PubChem BioAssay, Broad Institute
